Screens from PubChem BioAssay.
PMI act satM6P: increases human PMI activity with near-saturating mannose 6-phosphate; coupled PMI enzyme assay, resazurin fluorescence, 20 min; active compounds read high; 1 = untreated enzyme, 0 = substrate-free blank; activation factor at 20 µM; 190,000 tested, 0.34% active; AID 1216;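 active = activation factor of 2 or more at 20 µM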
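Test system: Human PMI in coupled enzyme assay | Input: 15 ng/mL PMI | Medium: HEPES-buffered pH 7.4 with magnesium and detergent | Compound: One concentration, 20 µM, in 1% DMSO | Incubation: Enzyme reaction with compound 20 min at room temperature | Detection: Diaphorase-driven resazurin-to-resorufin fluorescence, excitation 544, emission 590 nm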
TNAP inh hi DEA: blocks human TNAP under high phosphate acceptor concentration. purified TNAP, CDP-star luminescence, 1 M DEA. inhibition, % at 20 µM. 200,000 tested, 0.03% active. AID 1135;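 active = over 50% inhibition of tissue-nonspecific alkaline phosphatase at 20 µM in the single-dose screen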;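 note: plate controls were DMSO wells for no effect and EDTA-quenched wells as full inhibition for full effect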
Target sequence (P05186 whole entry, looked up): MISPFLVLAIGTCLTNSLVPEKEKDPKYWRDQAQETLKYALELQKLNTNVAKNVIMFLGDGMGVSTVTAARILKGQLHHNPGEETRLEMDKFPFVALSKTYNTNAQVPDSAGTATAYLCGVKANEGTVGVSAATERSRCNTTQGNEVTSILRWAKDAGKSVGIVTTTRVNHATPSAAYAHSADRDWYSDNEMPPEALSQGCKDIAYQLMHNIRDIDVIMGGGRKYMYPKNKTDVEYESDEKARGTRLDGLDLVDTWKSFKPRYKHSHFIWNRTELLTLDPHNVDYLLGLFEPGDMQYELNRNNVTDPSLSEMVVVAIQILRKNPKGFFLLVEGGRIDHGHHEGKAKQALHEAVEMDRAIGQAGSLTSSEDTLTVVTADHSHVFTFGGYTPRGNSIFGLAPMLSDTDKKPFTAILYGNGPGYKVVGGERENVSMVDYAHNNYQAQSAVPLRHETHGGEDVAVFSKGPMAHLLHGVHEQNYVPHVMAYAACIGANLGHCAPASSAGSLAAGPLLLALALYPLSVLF
HMGR II inh: inhibitors of class II HMG-CoA reductase from Enterococcus faecalis. purified E. faecalis HMGR, NADPH absorbance 340 nm kinetic. inhibition, % at 10 µM. 190,000 tested, 0.41% active. AID 1066;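 active = inhibition above a set limit, the median over all tested compounds plus 3 SD, cut at about 9.5% in these data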;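 note: enzyme runs in reverse so mevalonate oxidation gives rising NADPH absorbance; 0% = complete reaction with DMSO and 100% = background rate lacking mevalonate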
TNAP act hi DEA: increases human TNAP activity under high phosphate acceptor concentration; 200,000 tested, under 10 active; activation factor at 20 µM; P05186; purified TNAP, CDP-star luminescence, 1 M DEA, 30 min; active compounds read high; 0 = EDTA background, 1 = DMSO-only activity;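 active = activation factor at least 2 at 20 µM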
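Measured by: Luminescent substrate turnover signal | Test system: Human TNAP | Input: TNAP 1/800 final | Dosing: 20 µM single point | Schedule: 30 min, room temperature | Controls: EDTA wells as negative control, DMSO wells as positive control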
G6PDH counter: L. mesenteroides G6PDH inhibition counter-screen. Purified L. mesenteroides G6PDH, diaphorase/resazurin coupled fluorescence, 45 min. inhibition, % at 5 µM. 200,000 tested, 0.12% active; in the data active = inhibition above about 50%
Diaph act CS: diaphorase activation or chemical reduction counter-screen; 190,000 tested, 0.005% active; AID 1229; Diaphorase/resazurin coupled assay, resorufin fluorescence, 16 min; active compounds read high; 1 = vehicle wells, 0 = NADH-free wells; activation factor at 20 µM;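 active = diaphorase activity raised at least twofold by the compound at 20 µM; inactive = activation factor below 2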
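System – purified diaphorase enzyme from Clostridium kluyveri · Input – enzyme 0.07 U/mL final · Also added – final NADH 0.114 mM, resazurin 0.1 mM · Measured by – fluorescence of resorufin, 544 nm excitation, 590 nm emission · Timing – 16 min enzyme reaction, ambient temperature · Measure – resorufin increase flagging diaphorase activators or reducers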
FLuc act counter: firefly luciferase counter-screen for stimulation assays; P08659; ATPlite luciferase biochemical, luminescence, 10 min; 0 = ATP-free wells, 1 = DMSO control; activation factor at 10 µM; 200,000 tested, under 10 active; AID 1027;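 active = luciferase activation factor, scaled between plate controls, of at least 2 with compound at 10 µM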
Target sequence (P08659 whole entry, looked up): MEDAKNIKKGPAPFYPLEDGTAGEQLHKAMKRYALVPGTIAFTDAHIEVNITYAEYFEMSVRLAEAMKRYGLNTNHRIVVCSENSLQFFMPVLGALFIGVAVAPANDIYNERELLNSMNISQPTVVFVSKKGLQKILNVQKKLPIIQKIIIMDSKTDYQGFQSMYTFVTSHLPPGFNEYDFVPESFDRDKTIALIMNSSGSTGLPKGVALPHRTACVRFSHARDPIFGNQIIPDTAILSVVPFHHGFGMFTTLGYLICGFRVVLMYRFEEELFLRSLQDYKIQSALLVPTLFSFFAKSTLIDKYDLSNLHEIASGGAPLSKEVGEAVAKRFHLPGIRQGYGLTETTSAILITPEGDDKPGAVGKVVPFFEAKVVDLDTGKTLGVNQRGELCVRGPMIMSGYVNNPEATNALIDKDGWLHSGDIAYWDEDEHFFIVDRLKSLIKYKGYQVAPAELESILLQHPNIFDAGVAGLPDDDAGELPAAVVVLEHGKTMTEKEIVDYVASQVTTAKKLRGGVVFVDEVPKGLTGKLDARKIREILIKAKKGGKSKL
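System: Luciferase/luciferin detection reagent, cell-free biochemical luciferase assay | Medium: PBS buffer for ATP | Dosing: Test compounds dosed from 2 mM stocks in 100% DMSO | Timing: 10 min at ambient temperature | Signal: Luminescence measurement of luciferase light output | Evaluation: Luciferase activation, seen as luminescence increase over controls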
TNAP inh no acc: TNAP (human) inhibition, acceptor-free conditions | P05186 | purified TNAP, CDP-star luminescence, 30 min | inhibition, % at 20 µM | 200,000 tested, 0.26% active;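 active = tissue-nonspecific alkaline phosphatase inhibition above about 50% at 20 µM in the single-dose screen, limit read from the data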;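 note: 0% = DMSO negative control and 100% = EDTA positive control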
PMI activator: increases human mannose-6-phosphate isomerase activity | purified human PMI, coupled resazurin fluorescence, 20 min; active compounds read high; 1 = vehicle control, 0 substrate-free wells | 190,000 tested, 0.005% active | activation factor at 20 µM;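 active = activation factor of 2 or more at 20 µM, relative to plate controls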
Diaph inh CS: counter-screen for diaphorase-based assays: diaphorase inhibitors and chemical oxidizers; diaphorase resazurin-to-resorufin fluorescence, NADH, 16 min; bacterial (C. kluyveri) enzyme, not human; inhibition, % at 20 µM; 190,000 tested, 0.69% active; AID 1217;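 active = primary screen inhibition at 20 µM above a set limit, cut at about 50% in these data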;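 note: plate controls were DMSO with full reaction for no effect and wells lacking NADH for full effect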
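controls = No-NADH positive control and DMSO neutral control | system = Clostridium kluyveri diaphorase enzyme | timing = reaction incubation of 16 min at room temperature | signal = resorufin fluorescence 544/590 nm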
* = called active by the depositor; nt = not tested or not shown. Hits appear at their usual frequency, and some 1.7% of all compounds hit somewhere here.

compound | PMI act satM6P | TNAP inh hi DEA | HMGR II inh | TNAP act hi DEA | G6PDH counter | Diaph act CS | FLuc act counter | TNAP inh no acc | PMI activator | Diaph inh CS
O=C(NCc1ccccc1)c1ccc(-c2ccccc2F)o1 | 0.9 | -7 | 1 | 1.1 | -6 | 0.8 | 1 | -14 | 0.9 | 20
O=C(COc1ccc(Cl)cc1)N1CCN(S(=O)(=O)c2ccc(Cl)cc2)CC1 | 1.1 | 1 | -4 | 1 | 5 | 1 | 1 | -15 | 1 | 2
CSc1ncc(Cl)c(C(=O)Nc2ccccc2Cl)n1 | 1 | -3 | -8 | 1 | -15 | 0.9 | 1.1 | -11 | 0.8 | 14
CCOC(=O)C1=C(C)NC(=O)NC1/C=C/c1ccccc1OC (configuration not stated) | 0.9 | -8 | 1 | 1.1 | 12 | 0.9 | 1 | -9 | 0.9 | 10
CN1C(=O)c2ccccc2N(C)C1c1ccccc1Cl (configuration not stated) | 0.9 | -3 | 4 | 1 | 15 | 0.8 | 1 | -7 | 0.8 | 16
Nc1ccccc1S(=O)(=O)NC1=NCCCCC1 | 1 | -4 | -1 | 1 | 12 | 1 | 1 | -12 | 0.9 | 1
O=C(c1cccc(S(=O)(=O)N2CCCC2)c1)N(Cc1ccco1)C1CCS(=O)(=O)C1 (configuration not stated) | 0.9 | -1 | -1 | 1 | 7 | 0.9 | 1 | -9 | 1 | 11
Nc1ncc(Br)cc1S(=O)(=O)NCCC(=O)N1CCN(c2ccccn2)CC1 | 1.1 | -5 | 0 | 1 | 8 | 0.9 | 1.1 | -6 | 1.1 | 6
O=C(O)c1cc(N2C(=O)C3C4C=CC(C4)C3C2=O)ccc1N1CCOCC1 (configuration not stated) | 1 | -9 | 3 | 1.1 | 10 | 0.9 | 1.1 | -12 | 0.9 | 9
COCc1nnc(NC(=O)C(C)C)s1 | 1 | -4 | -10 | 1 | 2 | 1 | 1 | -10 | 0.9 | 4
CCCCNC(=O)CN(c1cccc(F)c1)S(C)(=O)=O | 1.1 | -3 | -1 | 1 | 4 | 1 | 1.1 | -10 | 1.1 | 2
COC(=O)c1cccc(Nc2ncnc3sccc23)c1 | 1 | -7 | -1 | 1.1 | 2 | 0.9 | 0.9 | -56 | 1.1 | 13
CC(C)Oc1ccccc1OCCCOc1cccc2cccnc12 | 1 | -3 | 0 | 1 | -3 | 0.9 | 1 | 8 | 1 | 15
NNC(=O)CN1CCN(c2ncc(C(F)(F)F)cc2Cl)CC1 | 1 | -3 | -5 | 1 | 3 | 1 | 1.1 | -10 | 1 | 4
CC(/C=N/n1c(-c2ccco2)n[nH]c1=S)=C\c1ccco1 | 0.9 | 5 | 1 | 0.9 | -13 | 0.7 | 1 | 44 | 0.8 | 34

compound | PMI act satM6P | TNAP inh hi DEA | HMGR II inh | TNAP act hi DEA | G6PDH counter | Diaph act CS | FLuc act counter | TNAP inh no acc | PMI activator | Diaph inh CS
NC(=O)C1CCN(C(=O)c2cccc(S(=O)(=O)N3CCc4ccccc4C3)c2)CC1 | 1 | -4 | -7 | 1 | 9 | 1 | 1.1 | -3 | 1.1 | 0
Cc1onc(-c2ccccc2)c1-c1ccc(S(N)(=O)=O)cc1 | 1 | -5 | 6 | 1.1 | 6 | 0.9 | 1.1 | -7 | 0.9 | 12
Cn1c(SCC(=O)Nc2cc([N+](=O)[O-])ccc2F)nnc1C(F)(F)F | 1 | -2 | -5 | 1 | 8 | 0.9 | 1 | -18 | 1 | 7
c1csc(Cn2c(-c3cccs3)nc3ccccc32)c1 | 1 | -1 | 0 | 1 | -4 | 0.8 | 1 | -9 | 0.9 | 24
CCOc1ccc(NC(=O)N2CCN(Cc3ccc4c(c3)OCO4)CC2)cc1 | 1 | -3 | 1 | 1 | 6 | 0.9 | 1.1 | -4 | 1 | 5
COc1ccc(-c2nc(NC(=O)c3[nH]c(C)c(C(C)=O)c3C)sc2C)cc1 | 0.9 | -5 | 2 | 1.1 | 8 | 0.8 | 1.1 | -12 | 0.9 | 23
S=c1nccc(-c2cc(Cl)sc2Cl)[nH]1 | 1.1 | -3 | -2 | 1 | 7 | 1.1 | 1 | 16 | 1.1 | -9
Clc1ccc(OCCn2ccnc2)c2ccccc12 | 1 | 2 | -6 | 1 | -1 | 1.1 | 1 | -2 | 0.9 | -8
O=C(NCCc1ccccc1)c1c(O)c2cccc3c2n(c1=O)CC3 | 1.1 | -2 | -4 | 1 | -2 | 1 | 1 | -8 | 1 | 3
CC(C)(C)NC(=O)CN1C(=O)/C(=C/c2ccccc2)SC1=S | 0.9 | 0 | -8 | 1 | 6 | 0.9 | 1.1 | 6 | 1 | 8
CCn1cc(C(=O)NCc2ccco2)c(=O)c2cc(S(=O)(=O)N3CCc4ccccc4C3)ccc21 | 0.9 | -6 | -5 | 1.1 | 0 | 0.7 | 1.1 | -5 | 0.9 | 34
CC(=O)N1CCN(c2ccc(Nc3ncnc4c3oc3ccccc34)cc2)CC1 | 0.8 | -1 | -4 | 1 | 11 | 0.8 | 1 | -3 | 0.9 | 17
O=C(NCCCN1CCOCC1)c1c(O)c2cc(Br)cc(Br)c2[nH]c1=O | 1.1 | -6 | nt | 1.1 | 12 | 0.9 | 1.1 | 13 | 1.1 | 11
COc1ccccc1CNC(=O)c1ccccc1OCc1ccc(F)cc1 | 0.9 | -4 | 4 | 1 | -13 | 0.8 | 1 | -21 | 0.9 | 19
CC(C)(C)c1ccccc1NC(=S)NCc1ccccc1 | 1 | -1 | -8 | 1 | 19 | 0.9 | 1.1 | 11 | 0.9 | 12

compound | PMI act satM6P | TNAP inh hi DEA | HMGR II inh | TNAP act hi DEA | G6PDH counter | Diaph act CS | FLuc act counter | TNAP inh no acc | PMI activator | Diaph inh CS
Cn1c(=O)n(C)c2cc(NC(=O)COc3ccc(Cl)cc3)ccc21 | 0.9 | -1 | -4 | 1 | 10 | 0.9 | 1 | -8 | 0.9 | 9
Cc1ccc(S(=O)(=O)c2nc(NCc3ccc4c(c3)OCO4)sc2Cl)cc1 | 1 | -7 | -2 | 1.1 | 2 | 0.8 | 1.1 | -10 | 1 | 20
CN(C)C(=S)NC(=O)c1cccc(Cl)c1 | 0.9 | -4 | 2 | 1 | -1 | 0.8 | 1 | -2 | 0.9 | 15
CC1=C(C(=O)OC(C)C)C(c2ccccc2Cl)CC(=O)N1 (configuration not stated) | 1.1 | 4 | -2 | 1 | -1 | 1.1 | 1 | 2 | 1 | -8
CC(=O)Nc1ccc(-c2csc(Nc3ccc(S(N)(=O)=O)cc3)n2)cc1 | 1 | 12 | 1 | 0.9 | -1 | 0.9 | 1.1 | -10 | 1 | 7
CC12CC3(C)CC(C)(C1)CC(C(N)=O)(C2)C3 | 0.9 | 0 | 0 | 1 | 4 | 0.9 | 1 | -16 | 0.9 | 10
COc1ccccc1Oc1ccc(Oc2ccccc2OC)cc1 | 1 | -3 | 3 | 1 | 6 | 0.9 | 1 | -14 | 0.9 | 9
O=C(c1ccccc1)N1CCC(c2nc3c(nnn3Cc3ccco3)c(=O)[nH]2)CC1 | 1.1 | -9 | -6 | 1.1 | 2 | 0.9 | 1.1 | -2 | 1.1 | 12
CC(C)CCN1CCN(C2CCN(c3ccccc3)CC2)CC1CCO (configuration not stated) | 0.9 | 1 | -6 | 1 | 7 | 1 | 1 | -8 | 0.9 | 2
NS(=O)(=O)c1ccc(Cl)c(C(=O)Nc2ccccc2[N+](=O)[O-])c1 | 0.9 | 6 | -6 | 0.9 | 13 | 0.8 | 1.1 | 5 | 0.9 | 18
Cc1cccc(-n2c(C)cc(C)c(C#N)c2=O)c1 | 1 | -6 | 1 | 1.1 | 4 | 0.9 | 1.1 | -9 | 1 | 15
Cc1ccc(Cn2ncc3c(NCCCN4CCOCC4)ncnc32)cc1 | 1 | -3 | -2 | 1 | 8 | 0.9 | 1.1 | -12 | 0.9 | 11
O=S1(=O)CCN2C(Cc3ccc(SC(F)F)cc3)=CSC2=N1 | 1 | -7 | -1 | 1.1 | -4 | 0.8 | 1 | -14 | 1 | 17
O=C(OCc1cc2ccccc2[nH]c1=O)c1ccccn1 | 1.1 | -7 | 3 | 1.1 | 13 | 1 | 1 | -14 | 1 | 2
O=C(CSc1ncn[nH]1)Nc1ccc(S(=O)(=O)N2CCCC2)cc1 | 0.9 | -5 | 5 | 1 | 9 | 0.8 | 1.1 | -14 | 0.9 | 18

compound | PMI act satM6P | TNAP inh hi DEA | HMGR II inh | TNAP act hi DEA | G6PDH counter | Diaph act CS | FLuc act counter | TNAP inh no acc | PMI activator | Diaph inh CS
Cc1[nH]c2ccccc2c1/C=C/C(=O)c1ccccc1 | 1 | 6 | -2 | 0.9 | -7 | 0.9 | 1 | 3 | 1 | 14
Cc1nc2cccc(C(=O)Oc3ccc([N+](=O)[O-])cc3)c2o1 | 1.1 | 7 | -6 | 0.9 | 0 | 1 | 1 | -5 | 1.1 | 1
c1ccc(-c2ccccc2OCc2nnc3n2CCC3)cc1 | 1.2 | -5 | -4 | 1.1 | 11 | 1.1 | 1.1 | -3 | 1.3 | -6
CSc1ccccc1NC(=O)c1ccoc1C | 1 | 0 | 1 | 1 | -6 | 0.9 | 1 | -12 | 1 | 10
CC(C)=CC(=O)Nc1nnc(-c2ccc(F)cc2)s1 | 1 | 4 | -2 | 1 | -8 | 1 | 1 | -4 | 0.9 | 3
CC(C)N(CC#CCC(O)(c1ccccc1)c1ccccc1)CCO | 1 | -2 | 1 | 1 | 10 | 0.8 | 1 | 0 | 0.8 | 21
COC(=O)C1=C(C)N(C)C(=O)NC1c1ccc([N+](=O)[O-])o1 (configuration not stated) | 1 | -5 | 0 | 1 | 6 | 1 | 1.1 | -4 | 1.1 | 0
Cc1nc(N2CCOCC2)c2c(C)c(C(=O)Nc3ccc(F)cc3Cl)sc2n1 | 1.1 | -3 | -1 | 1 | 15 | 1 | 1.1 | -7 | 1.1 | 4
O=C(Nc1sccc1C(=O)N1CCOCC1)c1cccnc1 | 1 | 2 | -1 | 1 | -8 | 1 | 1 | -3 | 1.1 | 5
